# High-throughput results deposited in PubChem BioAssay by National Center for Advancing Translational Sciences (NCATS).
# GCN5L2 inh: GCN5L2 (KAT2A) acetyltransferase inhibition; GCN5L2 HAT assay, ThioGlo1 CoA-SH fluorescence; Potency, µM (doses to about 58.9 µM), without a hit: at the highest dose activity change, negative = inhibition, most hits filed as inhibitors; AID 504327; actives 0.21% (n = 390,000); Q92830
# Target sequence (Q92830 whole entry, looked up): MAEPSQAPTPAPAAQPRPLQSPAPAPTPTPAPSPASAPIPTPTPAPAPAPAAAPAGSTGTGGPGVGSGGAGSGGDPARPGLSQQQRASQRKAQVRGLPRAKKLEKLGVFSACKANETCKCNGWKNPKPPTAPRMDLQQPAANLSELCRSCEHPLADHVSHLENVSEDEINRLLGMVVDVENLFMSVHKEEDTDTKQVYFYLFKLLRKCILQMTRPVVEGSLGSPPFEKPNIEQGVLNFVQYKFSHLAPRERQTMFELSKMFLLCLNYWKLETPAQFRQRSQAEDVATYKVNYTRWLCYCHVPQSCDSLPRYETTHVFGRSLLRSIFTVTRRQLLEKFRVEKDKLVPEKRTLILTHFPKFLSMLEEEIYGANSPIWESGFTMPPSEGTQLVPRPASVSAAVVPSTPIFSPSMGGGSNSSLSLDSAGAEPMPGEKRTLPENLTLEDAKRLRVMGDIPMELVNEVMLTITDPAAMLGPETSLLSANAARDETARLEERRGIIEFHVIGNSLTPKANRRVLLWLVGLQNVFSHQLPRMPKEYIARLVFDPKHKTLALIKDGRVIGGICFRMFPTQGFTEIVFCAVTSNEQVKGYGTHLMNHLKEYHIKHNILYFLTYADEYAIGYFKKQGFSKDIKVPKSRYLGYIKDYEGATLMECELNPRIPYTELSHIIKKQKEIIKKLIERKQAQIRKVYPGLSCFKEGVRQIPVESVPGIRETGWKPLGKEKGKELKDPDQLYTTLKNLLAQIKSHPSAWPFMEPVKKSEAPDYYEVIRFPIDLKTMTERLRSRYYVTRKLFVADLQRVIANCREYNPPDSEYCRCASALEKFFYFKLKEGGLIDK
#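 Fluorescence readout, Ex340nm/Em540nm: ThioGlo1 (50uM final) reacts with free CoA thiol released as 20nM GCN5L2 acetylates H3(1-25) peptide (75uM) using acetyl-CoA (70uM). Compound and enzyme sat 15 min beforehand; 20 min room-temperature reaction.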
# TDP1 cell CPT: growth inhibition of DT40 Tdp1-/-;hTDP1 cells with camptothecin (screen for TDP1 inhibitors). chicken DT40 Tdp1-/-;hTDP1 cells + 20 nM CPT, ATP luminescence, 48 h. Potency, µM (highest dose often 46.2 µM), for the others: at the highest dose activity change, negative = growth inhibition, actives largely listed as inhibitors. actives 12% (n = 420,000); note: nearly all actives have a fitted effect of over 55% in size
#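 Chicken DT40 Tdp1-/- cells complemented with human TDP1, 400 cells/well, exposed to compounds plus 20 nM camptothecin for at least 48 h at 37 C; viability read as ATP content by CellTiter-Glo luminescence.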
# DT40 TDP1 no CPT: qHTS for Inhibitors of human tyrosyl-DNA phosphodiesterase 1 (TDP1): qHTS in cells in absence of CPT; DT40 Tdp1-/- hTDP1 cells, no CPT, ATP luminescence, 48 h; Potency, µM (titrated, usually from 46.2 µM), without a hit: top-dose activity change, negative = growth inhibition, usual class: inhibitors; actives 15% (n = 420,000); note: nearly all actives have a fitted effect of over 55% in size
#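 Camptothecin absent (DMSO only). Human TDP1-complemented DT40 knockout cells, 400 cells/well, 37 °C for minimum 48 hr; ATP measured via CellTiter-Glo, 30 min dark incubation, luminescence.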
# The depositor's hits bear a star; ? = inconclusive; nt = no result given; & = joins results of further samples. Calls come from the whole dose curve; as a rule, active = well fitted curve in the direction sought with a large enough effect; inconclusive = small, poorly fitted or top-dose-only effect, or another doubt; inactive = no such curve, though single readings can be large; an effect the other way counts as inactive or inconclusive. % is set by controls: 0 for no effect and ±100 for the full control effect; potency is the fitted concentration of half-maximal effect.
# Start of the data: the first 2 records (preview)
SMILES,GCN5L2 inh,TDP1 cell CPT,DT40 TDP1 no CPT
CCN(CC)CCSc1nc(O)c(Cc2ccccc2)c(=O)n1-c1ccccc1,1%,-1%,12%
Cc1cccc(C)c1NCC(=O)N1CCN(Cc2ccccc2)CC1,-15%,?,?

# This part in full, previewed entries included:
SMILES,GCN5L2 inh,TDP1 cell CPT,DT40 TDP1 no CPT
CCN(CC)CCSc1nc(O)c(Cc2ccccc2)c(=O)n1-c1ccccc1,1%,-1%,12%
Cc1cccc(C)c1NCC(=O)N1CCN(Cc2ccccc2)CC1,-15%,?,?
Cc1ccc(Cl)cc1N1CCN(S(=O)(=O)c2c(C)[nH]c(C)c2C(=O)N2CCCCC2)CC1,-13%,16µM*,?
COc1cc(C(=O)N(Cc2cccc(Cl)c2)C2CCS(=O)(=O)C2)cc(OC)c1OC (stereo unspecified),-1%,-23%,-20%
COc1ccccc1C1(O)CCN(C(=O)c2cccs2)CC1,1%,1%,-5%
COc1ccc(-c2nc(CCNC(=O)c3cccs3)cs2)cc1,-10%&-14%,16µM*,21µM*
O=C(CCc1ccccc1)Nc1sc2c(c1C(=O)O)CCCC2,nt,-27%,?
CCc1ccc(NC(=O)Cn2c(=O)n(Cc3ccccc3)c(=O)c3oc4ccccc4c32)cc1,-5%,?,?
CC1CC(OCC(O)CN2CCOCC2)CC(C)(C)C1 (stereo unspecified),-1%,4%,2%
C#CCNC(=O)C1=C[C@H](c2ccc(Br)cc2)C[C@H](OCc2ccc(CO)cc2)O1,2%,-15%,-9%
CC(/C=N/NC(=O)CN1CCN(Cc2ccc(Cl)cc2)CC1)=C\c1ccco1,-3%,?,?
O=C(Nc1ccc2c(c1)OCO2)c1ccc(Cl)c(S(=O)(=O)N2CCOCC2)c1,1%,-14%,?
CC1CCCCN1S(=O)(=O)c1ccc([N+](=O)[O-])cc1 (stereo unspecified),-16%,-9%,-15%
COCCn1nnnc1CN1CCC(C)CC1,0%,1%,-23%
Cc1ccccc1CNC(=O)Nc1ccc2c(c1)N(C)C(=O)c1ccccc1S2,-9%,16µM*,16µM*

# Part of the list above in order of number of heavy atoms, lowest first.
SMILES,GCN5L2 inh,TDP1 cell CPT,DT40 TDP1 no CPT
COCCn1nnnc1CN1CCC(C)CC1,0%,1%,-23%
CC1CCCCN1S(=O)(=O)c1ccc([N+](=O)[O-])cc1 (stereo unspecified),-16%,-9%,-15%
CC1CC(OCC(O)CN2CCOCC2)CC(C)(C)C1 (stereo unspecified),-1%,4%,2%
COc1ccccc1C1(O)CCN(C(=O)c2cccs2)CC1,1%,1%,-5%
COc1ccc(-c2nc(CCNC(=O)c3cccs3)cs2)cc1,-10%&-14%,16µM*,21µM*
Cc1cccc(C)c1NCC(=O)N1CCN(Cc2ccccc2)CC1,-15%,?,?
O=C(Nc1ccc2c(c1)OCO2)c1ccc(Cl)c(S(=O)(=O)N2CCOCC2)c1,1%,-14%,?
C#CCNC(=O)C1=C[C@H](c2ccc(Br)cc2)C[C@H](OCc2ccc(CO)cc2)O1,2%,-15%,-9%
COc1cc(C(=O)N(Cc2cccc(Cl)c2)C2CCS(=O)(=O)C2)cc(OC)c1OC (stereo unspecified),-1%,-23%,-20%
Cc1ccc(Cl)cc1N1CCN(S(=O)(=O)c2c(C)[nH]c(C)c2C(=O)N2CCCCC2)CC1,-13%,16µM*,?
CCc1ccc(NC(=O)Cn2c(=O)n(Cc3ccccc3)c(=O)c3oc4ccccc4c32)cc1,-5%,?,?

# Following part:
SMILES,GCN5L2 inh,TDP1 cell CPT,DT40 TDP1 no CPT
COc1cc(C2CC(=O)c3c([nH]c(C(=O)OC4CCCC4)c3C)C2)cc(OC)c1OC (stereo unspecified),?,1.6µM*,1.8µM*
COCCn1c(SCc2ccc(C)cc2)nc2c1c(=O)[nH]c(=O)n2C,nt,-4%,-28%
O=C(CC1Sc2ccccc2NC1=O)NNc1ccc(Cl)c(Cl)c1 (stereo unspecified),nt,?,12µM*
COc1ccc(NC(=O)c2ccc([N+](=O)[O-])o2)cc1,-4%,16µM*,23µM*
CCN(CC)S(=O)(=O)c1ccc(C(=O)OCn2c(SC)nnc(C)c2=O)cc1,-2%,?,-15%
CCCCNC(=O)C1c2ccccc2OCC(=O)N1Cc1ccco1 (stereo unspecified),nt,-26%,-18%
CC(C)c1ccc(-c2nnn(Cc3nc4ccccc4s3)n2)cc1,-19%,3%,-19%
O=C(NNC(=O)c1ccc2ccccc2c1)c1ccc(Cl)c(Cl)c1,nt,-13%,-11%
COCCOC(=O)c1c(C)oc2cc(Br)c(OCC(N)=O)cc12,-3%,-20%,?
CN(C)c1ccc(/C=N/n2c(-c3ccccc3Br)n[nH]c2=S)cc1,-22%,14%,-24%
Cc1cc(C)cc(NC(=O)C(c2ccccc2)N2CCCC2)c1 (stereo unspecified),-9%,3.7µM*,2.9µM*
O=C(C=Cc1ccc2c(c1)OCO2)c1ccccc1,nt,?,16µM*
Cc1ccc(OCC(=O)N2CCN(S(=O)(=O)c3ccc(Cl)cc3)CC2)c([N+](=O)[O-])n1,-8%,-13%,3%
O=c1[nH]c(-c2ccc(F)cc2)nc2c1sc(=S)n2-c1ccccc1,-22%,?,6.5µM*
O=C(Nc1cccnc1)c1ccc(Oc2ccccc2)cc1,-23%,23µM*,?
COc1ccc(NC(=O)C2(C)Cc3c(-c4ccc(NC(C)=O)cc4)ccnc3O2)cc1OC (stereo unspecified),nt,?,13µM*
O=S(=O)(c1ccccc1)N1CCN(c2ccnc3cc(Cl)ccc23)CC1,-8%,16µM*,?
COc1ccc(C(=O)N2CCC[C@@]3(CCN(C(=O)NC(C)C)C3)C2)cc1,-4%,4%,-3%
Cc1ccc(C)c(-n2cc(CNC(C)Cn3cncn3)c(-c3ccccc3)n2)c1 (stereo unspecified),-1%,?,?
O=C(O)c1ccccc1C(=O)N1CCN(S(=O)(=O)c2cccc(C(F)(F)F)c2)CC1,0%,13%,-4%
COC(=O)CN1C(=O)N/C(=C/c2cc(Cl)c(OC)c(OC)c2)C1=O,-7%,23%,1%
O=C(Nc1nc(-c2ccccn2)cs1)C1COc2ccccc2O1 (stereo unspecified),-4%,3.3µM*,5.2µM*
O=C(NCc1ccccn1)c1cc(-c2ccccc2)on1,-10%,-9%,-16%
COc1ccc(-c2noc(CCC(=O)N3CCC(C)CC3)n2)cc1,-4%,-21%,-28%
CC(=O)Nc1nonc1-c1nnc(SCC(=O)Nc2ccc(C)cc2)n1-c1ccccc1,-2%,?,?
CCNC(=O)CC1C(=O)N(c2ccc(F)cc2)C(=O)N1CCc1sccc1C (stereo unspecified),-2%,-14%,-14%
O=C(NC(=S)N1CCN(C2CCCCC2)CC1)c1ccccc1,-9%,1%,-26%
Clc1ccc2oc(-c3ccccn3)nc2c1,0%,-19%,?
CCN(CC)C(=O)CSc1nc(N)c(C#N)c(-c2cccs2)c1C#N,2%,-10%,-3%
CCN(Cc1ccccc1)C(=O)Cn1c(=O)oc2ccccc21,-5%,-11%,-25%
COCCNc1nc2c(c(=O)n(C)c(=O)n2C)n1Cc1cccc(C(F)(F)F)c1,-3%,3.3µM*,3.7µM*
OCc1nc2ccccc2n1CC(O)COc1ccccc1 (stereo unspecified),-2%,-16%,-15%
COc1ccc(-c2cc(-c3cccnc3)c(C#N)c(N)n2)cc1,-5%,17%,-7%
O=C(c1ccco1)N1CCN(C(=S)Nc2ccccc2C(F)(F)F)CC1,-15%,-16%,-4%
CC(C)Sc1nc2c(c(=O)[nH]c(=O)n2C)n1CC(O)COc1ccccc1 (stereo unspecified),-9%,-23%,?
Cc1ccc(N(CC(=O)N/N=C/c2cccnc2)S(=O)(=O)c2ccccc2)cc1,-3%,-9%,-22%
CCCCCc1nnc(N)s1,-7%,-4%,0%
COc1ccc(CNC(=O)Cn2c(=O)n(CCC(=O)N3CCCCC3)c(=O)c3sccc32)cc1,0%,-28%,?
CCC(c1nnnn1Cc1ccc2c(c1)OCO2)N1CCN(c2ccc(OC)cc2)CC1 (stereo unspecified),-8%,26µM*,?
COc1ccc(CN2C[C@@H](CO)O[C@@H](n3cnc4c(N5CCCC5)ncnc43)C2)cc1,nt,?,?
CC(=O)Nc1c(Cl)cc2c(c1Cl)Cc1cc(C#N)ccc1-2,nt,-30%,-26%
Clc1ccc(CNC23CN4CN(CN(C4)C2)C3)c(Cl)c1,-9%,?,?
CC(=O)c1c(COC(=O)c2ccccc2)nc2ccccc2[n+]1[O-],?,-26%,-6%
CN(C)Cc1cc(C(C)(C)c2cc(CN(C)C)c(O)c(CN(C)C)c2)cc(CN(C)C)c1O,1%,-10%,-15%
c1coc(-c2nc3c([nH]2)CCc2nonc2-3)c1,0%,2%,-2%
Cc1ccnc2ncccc12,nt,-25%,-12%
O=C(Nc1ccccc1C(=O)Nc1ccccc1C(=O)O)c1ccccc1,2%,?,12µM*
O=C(COC(=O)C1CC1)Nc1ccc2[nH]c(=O)[nH]c2c1,3%,4%,3%
CCCCNC(=O)CCC(=O)N1CCN(C(c2ccccc2)c2ccccc2)CC1,-8%,-17%,-4%
CC(C)NC(=O)CN(C)S(=O)(=O)c1ccc(F)cc1,-2%,7%,2%
COc1ccc(/C=C/C(=O)NCCc2ccc(OC)c(OC)c2)cc1,-1%,2%,?
FC(F)(F)c1cnc(Nc2ccc(N3CCOCC3)cc2)c(Cl)c1,-1%,-23%,-17%
Cn1c(C(=O)O)c(CC(=O)Nc2ccc(F)cc2F)c2ccccc21,-6%,-18%,20%
O=C(CCCc1ccccc1)NC12CC3CC(CC(C3)C1)C2,?,-24%,?
N#Cc1ccc(S(=O)(=O)N2CCN(c3nc(-c4ccccc4)nc4ccccc34)CC2)cc1,nt,-15%,?
COC(=O)c1ccccc1NC(=O)Cn1c(=O)n(-c2ccc(Cl)cc2)c(=O)c2c(C)c(C)sc21,2%,-29%,?
NC(=O)C1(c2ccccc2)OC1c1ccccc1 (stereo unspecified),-14%,-17%,-20%
Cc1cc(C)n2c(SCC(=O)Nc3ccccc3)nnc2n1,-14%,6%,3%
O=c1c(-c2cc(F)cc(F)c2)nc2cnc(N3CCNCC3)nc2n1C1CC1,?,?,?
CCOc1ccc(-n2c(SCC(=O)NC)nnc2-c2ccco2)cc1,1%,8%,-2%
# The list continues:
SMILES,GCN5L2 inh,TDP1 cell CPT,DT40 TDP1 no CPT
Cc1ccc(S(=O)(=O)N2C(=O)CCC2C(N)=O)cc1 (stereo unspecified),3%,6%,?
COc1cccc(S(=O)(=O)N2CCN(c3ccccc3F)CC2)c1,-3%,?,-29%
CSCCC(NC(=O)COc1ccccc1)C(=O)OCC(=O)c1ccccc1 (stereo unspecified),-1%,1%,-27%
O=C(Nc1ccccc1)C1=C[C@@H](c2ccc(Br)cc2)C[C@@H](OCc2ccc(CO)cc2)O1,-6%,?,?
CCNC(=O)C1CC(=O)N(Cc2ccc3c(c2)OCO3)C(=Nc2ccc(F)cc2)S1 (stereo unspecified),2%,-24%,-21%
CCOC(=O)c1ccn(CSc2c(F)c(F)cc(F)c2F)n1,0%,-16%,15%
COc1cccc(CN2CCC2(C)C(=O)Nc2cccc3cccnc23)c1F (stereo unspecified),nt,?,18µM*
CC1CCCCC1NC(=O)COC(=O)c1ccccc1NC(=O)c1ccco1 (stereo unspecified),-2%,0%,-4%
COc1cc(NS(=O)(=O)c2ccc(N/C=C(\C#N)c3nc4cc(Cl)ccc4o3)cc2)nc(OC)n1,-17%,9.2µM*,15µM*
COc1ccc(NC(=O)CN(C)C(=O)c2ccc(N3CCOCC3)c([N+](=O)[O-])c2)cc1,1%,0%,-28%
COc1ccc(Cn2nc(C)n(N(C)c3ncc(C(F)(F)F)cc3Cl)c2=O)cc1,-3%,16µM*,9.2µM*
CN(C)C(=O)c1cccc(-c2cc(NC=O)c3ncc(-c4ccc(F)c(Cl)c4)n3c2)c1,nt,16µM*,23µM*
CCOC(=O)c1sc(NC(=O)Cn2nnc3sc4c(c3c2=O)CCCC4)nc1C,-8%,-2%,-10%
COc1ccccc1NC(=S)N(Cc1ccc(Cl)cc1)CC1CCC(C(=O)O)CC1 (stereo unspecified),-8%,-9%,-17%
O=C(O)CN1CCN(Cc2ccc(F)cc2)C1=O,0%,9%,11%
O=C(NCCOc1ccccc1)c1cc(S(=O)(=O)N2CCOCC2)ccc1F,-20%,?,-30%
Cc1cc(C)cc(-n2ccnc2SCC(=O)O)c1,-2%,-16%,-17%
COc1ccc(C(C)(C)C)cc1NC(=O)c1ccccc1-n1cnnn1,-3%,-20%,?
Cc1ccc(C(=O)c2sc(Nc3ccccc3)c(C#N)c2N)cc1,-9%,?,?
COc1cc(NS(=O)(=O)c2ccc(NC(=S)NC(=O)c3cccs3)cc2)nc(OC)n1,28%,-9%,0%
CCOC(=O)c1cnc2nc(COc3ccccc3)[nH]n2c1=O,0%,-15%,-8%
O=C(CN1C(=O)NC2(CCCC2)C1=O)NCCc1ccccc1,0%,-3%,22%
